BRCA1 expr act – increases BRCA1 expression | MCF7-BRCA1-FFLuc reporter, luminescence, 48 h; response scale: scaled: vehicle 0%, 10 µM genistein 100% | Potency, µM (titrated, usually from 46.1 µM), for inactives: top-dose activation, most hits filed as activators | 1.1% of 380,000 active | AID 624202; further: potency means the concentration at half of the fitted maximal effect; nearly all actives have a fitted effect of over 80% in size; some results filed as inactive show a strong effect at the top dose
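Quantitative HTS in MCF7 cells stably reporting BRCA1 expression via firefly luciferase. Compound treatment lasts 48 h at 37 °C in phenol-red free MEM. Activation is expressed relative to genistein at 10 microM and DMSO.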
NPC1 promoter act – activates the NPC1 promoter; Huh7 NPC1 promoter luciferase reporter, 24 h; Potency, µM (doses to about 9.22 µM), without a hit: at the top dose activation, hits mostly activators; 2.4% of 320,000 active; AID 485313;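 further: potency means the concentration at half of the fitted maximal effect; % of control where 0% means no effect; nearly all actives have a fitted effect of over 60% in size; reporter is driven by a mutant NPC1 promoter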
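Compounds in DMSO were transferred onto Huh7 NPC1-luciferase reporter cells pre-incubated 2 h; after 24 h at 37 °C, Amplite reagent was dispensed and luminescence recorded 10 min later.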
RORg inh – ROR gamma (mouse) transcription inhibition; P51450; Drosophila S2 Gal4-RORgamma UAS-luciferase reporter, 20 h; Potency, µM (series often up to 53.6 µM), for the others: at the top dose activity change, negative = inhibition, actives largely listed as inhibitors; 5.4% of 310,000 active; further: potency means the concentration at half of the fitted maximal effect; on the % scale 0 is the no-effect control and ±100 the full control effect; nearly all actives have a fitted effect of over 60% in size
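A Gal4/UAS one-hybrid system in insect cells: metallothionein-promoter Gal4–ROR gamma fusion plus Photinus luciferase reporter. Copper sulfate 700 uM final, 20 hr ambient incubation, luminescent detection after 10 min with reagent.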
FLuc counter – firefly luciferase modulation, counter-screen for miR-21 project; P08659; purified FLuc, Km substrates, luminescence inhibition; Potency, µM (series often up to 57.5 µM), inactives show top-dose activity change, negative = inhibition, usual class: inhibitors; 6.9% of 360,000 active; AID 588342;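 further: potency means the concentration at half of the fitted maximal effect; plate controls were vehicle for no effect and reference inhibitor for full effect; nearly all actives have a fitted effect of over 55% in size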
Target sequence (P08659 whole entry, looked up): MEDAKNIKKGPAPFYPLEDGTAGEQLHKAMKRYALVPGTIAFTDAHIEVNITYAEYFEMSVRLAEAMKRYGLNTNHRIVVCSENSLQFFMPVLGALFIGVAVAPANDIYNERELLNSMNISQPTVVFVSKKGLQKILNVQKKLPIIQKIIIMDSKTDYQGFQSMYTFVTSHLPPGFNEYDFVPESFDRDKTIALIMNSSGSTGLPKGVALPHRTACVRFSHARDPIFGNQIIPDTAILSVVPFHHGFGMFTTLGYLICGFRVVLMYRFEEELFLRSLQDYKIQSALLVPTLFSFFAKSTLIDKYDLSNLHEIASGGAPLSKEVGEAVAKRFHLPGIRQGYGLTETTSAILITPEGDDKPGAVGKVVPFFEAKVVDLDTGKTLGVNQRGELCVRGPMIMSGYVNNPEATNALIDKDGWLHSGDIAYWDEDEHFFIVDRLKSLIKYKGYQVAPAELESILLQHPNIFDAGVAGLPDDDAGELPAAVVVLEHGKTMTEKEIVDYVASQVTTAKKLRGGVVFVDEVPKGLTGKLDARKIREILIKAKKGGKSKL
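Biochemical qHTS of compounds, final roughly 60 µM downward over six points, against 10 nM purified firefly luciferase using Km concentrations of substrates (10 uM D-luciferin, 10 uM ATP) in Tris acetate pH 7.5 buffer; luminescence output.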
ELG1 genotox – genotoxicity induction in ELG1-luciferase HEK293T cells; HEK293T ELG1-luciferase reporter, luminescence, 16 h; Potency, µM (top dose mostly 46 µM), for inactives: at the top dose activity change, positive = activation, actives largely listed as activators; 1.3% of 330,000 active; further: potency means the concentration at half of the fitted maximal effect; % of control where 0% means no effect; nearly all actives have a fitted effect of over 60% in size
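Step 1: seed 2,000 HEK293T ELG1-luciferase cells per well. Step 2: add compound or DMSO, incubate 16 hr at 37 °C. Step 3: ONE-Glo, 30 min at room temperature, read luminescence.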
TRPV1 agonist – activates the human vanilloid receptor TRPV1; Q8NER1; TRPV1-expressing cells, Fluo-8 calcium influx, agonist mode; activation, % at 8.33 µM; 0.19% of 320,000 active; AID 540275; in the data active means activation above about 80%; inconclusive means between about 30% and that limit; further: 0% is about no effect
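TRPV1-expressing cells were cultured overnight at 35.5C and loaded with Fluo-8 calcium dye for 40 to 90 min at room temperature. After a 10 s baseline, compound was added and calcium influx was read kinetically for 3 min (ex 480/em 520 nm).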
Rab9 prom act – activates the Rab9 promoter | Potency, µM (highest dose often 9.22 µM), for the others: top-dose activation, negative = inhibition, actives largely listed as activators | AID 485297 | Huh7 Rab9 promoter-luciferase reporter, luminescence, 24 h | 2.8% of 320,000 active; further: potency means the concentration at half of the fitted maximal effect; % of control where 0% means no effect; nearly all actives have a fitted effect of over 60% in size
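Huh7 cells stably carrying a Rab9 promoter-luciferase reporter, 1500 cells per well in OP-MEM I with 10% FBS, treated with compound 24 hours at 37C. Luciferase activity read by luminescence after 10 minutes with Amplite reagent.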
Tb PFK inh – T. brucei PFK enzyme inhibition | 0.17% of 330,000 active | O15648 | Potency, µM (highest dose often 57.5 µM), for the others: top-dose activity, negative = inhibition, usual class: inhibitors | T. brucei PFK, ADP-Glo luminescence | AID 485367;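 further: potency means the concentration at half of the fitted maximal effect; 0% = uninhibited 1x PFK enzyme wells and -100% = no-enzyme wells; nearly all actives have a fitted effect of over 60% in size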
Target sequence (O15648 whole entry, looked up): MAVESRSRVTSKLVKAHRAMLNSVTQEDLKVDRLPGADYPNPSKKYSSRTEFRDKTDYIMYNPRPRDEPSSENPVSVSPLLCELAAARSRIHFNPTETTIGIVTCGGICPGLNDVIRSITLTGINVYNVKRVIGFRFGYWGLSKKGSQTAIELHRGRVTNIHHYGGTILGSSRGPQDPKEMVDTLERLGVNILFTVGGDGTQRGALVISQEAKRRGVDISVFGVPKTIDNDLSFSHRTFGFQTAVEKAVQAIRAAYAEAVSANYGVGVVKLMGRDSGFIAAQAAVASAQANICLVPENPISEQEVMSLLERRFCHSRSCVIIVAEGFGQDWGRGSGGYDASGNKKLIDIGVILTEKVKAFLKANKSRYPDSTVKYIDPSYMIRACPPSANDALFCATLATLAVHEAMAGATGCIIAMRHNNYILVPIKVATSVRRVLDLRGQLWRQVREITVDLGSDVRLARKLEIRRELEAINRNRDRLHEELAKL
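Activity is normalized to no-enzyme wells (full inhibition) and 1.25 nM enzyme wells (no inhibition). Reaction: 0.5 mM F6P, 0.1 mM ATP, 45 min RT, ADP-Glo luminescence; concentration-response curves fitted and classed by quality.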
Gal4-VP16 FLuc – Gal4-VP16 reporter inhibition counter-screen. Drosophila S2 Gal4-VP16 UAS-luciferase, luminescence, 20 h. Potency, µM (highest dose often 53.6 µM), for the others: at the highest dose activity, negative = inhibition, hits mostly inhibitors. 3.5% of 310,000 active;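 further: Gal4-VP16 expression switched on by copper sulfate through the metallothionein promoter; potency means the concentration at half of the fitted maximal effect; on the % scale 0 is the no-effect control and ±100 the full control effect; nearly all actives have a fitted effect of over 50% in size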
p53 reactivator – re-activators of mutant p53; H1299 p53-A138V BP100-luciferase reporter, luminescence, 24 h; Potency, µM (top dose mostly 92.2 µM), for inactives: at the highest dose activity change, positive = activation, usual class: activators; AID 504706; 0.063% of 320,000 active; further: potency means the concentration at half of the fitted maximal effect; % of control where 0% means no effect; nearly all actives have a fitted effect of over 45% in size
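p53-null H1299 cells stably carrying temperature-sensitive p53-A138V and a BP100-luciferase reporter were pinned with compounds (4-point, 1:5 series) and held 24 hrs at 37 deg C. Luminescence was read 10 min after detection reagent.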
ELG1 repair inh – blocks ELG1-dependent DNA repair in HEK293T cells; HEK293T ELG1-luciferase reporter, luminescence, 16 h; DNA damage induced by 5-fluorouridine; Potency, µM (series often up to 46.1 µM), inactives show at the highest dose activity change, negative = inhibition, usual class: inhibitors; 2.3% of 330,000 active; AID 504467; further: potency means the concentration at half of the fitted maximal effect; on the % scale 0 is the no-effect control and ±100 the full control effect; nearly all actives have a fitted effect of over 55% in size
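Luminescence from the luciferase reporter, measured 30 min after ONE-Glo reagent at room temperature, was the read-out. Beforehand, 2,000 cells per well were exposed for 16 hr at 37 °C to 5-fluorouridine together with compound or vehicle.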
* hit, by the source's call; u = inconclusive; x = not tested or not shown; & = joins results of further samples; [ ] = remark or other dose. Unless noted, the call rests on the fitted dose curve; in most records, active means well fitted curve in the direction sought with a large enough effect; inconclusive means small, poorly fitted or top-dose-only effect, or another doubt; inactive means no such curve, though single readings can be large; an effect the other way counts as inactive or inconclusive.

SMILES	BRCA1 expr act	NPC1 promoter act	RORg inh	FLuc counter	ELG1 genotox	TRPV1 agonist	Rab9 prom act	Tb PFK inh	Gal4-VP16 FLuc	p53 reactivator	ELG1 repair inh
O=C(NC(=S)Nc1cccc(-c2ccc(CO)o2)c1)c1cccs1	51%	9%	u	19µM*	3%	-1	0%	2%	12%	16%	-15%
O=C(NN=C1CCCC1)C1COc2ccccc2O1 (configuration not stated)	0%	-2%	-8%	-1%	3%	5	-2%	-20%	8%	21%	5%
O=C1CN(C(=O)COC(=O)[C@@H]2CCCN2S(=O)(=O)c2ccc(Cl)cc2)c2ccccc2N1	-31%	x	x	x	0%	x	x	-1%	x	20%	7%
COCCC(=O)N1CCC(Oc2ccc(C(=O)N3CCC(N(C)C)C3)cc2)CC1 (configuration not stated)	-2%	1%	-2%	1%	1%	-1	2%	0%	1%	-3%	-4%
CCOC(=O)C1CCN(C(=O)C(C)Oc2ccc(C(=O)c3ccccc3)cc2)CC1 (configuration not stated)	-19%	-2%	x	4%	-1%	5	-2%	-2%	x	0%	u
CC(C)CC(=O)N1CCN(CC2CC=CCC2)CC1 (configuration not stated)	-38%	-1%	-13%	-2%	-2%	2	-3%	-7%	-2%	4%	-5%
COC(=O)c1ccccc1NC(=O)CN(C)S(=O)(=O)c1ccc(OC)c(C)c1	-30%	0%	26%	3%[2.3 µM]	-13%	24	-1%	2%	u	5%	u
CC1(C)CCC(=O)N2CC[C@H]3C[C@H](OC(=O)Nc4ccccc4)C[C@@H]1[C@H]32	u	u	-1%	19µM*	19%	u	u	1%	4%	13%	u
CC(=O)c1ccc(NC(=O)CN2CCCCCC2)cc1	51%	-3%	10%	-1%	5%	1	1%	0%	3%	0%	u
CCOc1ccc(N2C(=O)CC(NCCc3ccncc3)C2=O)cc1 (configuration not stated)	15%	2%	-13%	2%	-1%	-4	-4%	2%	1%	3%	3%
CC(=O)Nc1ccc(NC(=O)c2cc(-c3ccc(C)cc3O)n[nH]2)cc1	4%	30%	-13%	-11%	3%	-6	28%	3%	9%	8%	u
Cc1ccc(NC2CCCN(C(=O)c3cccc4nccnc34)C2)cc1C (configuration not stated)	0%	-1%	-29%	1%	4%	-4	-1%	3%	0%	22%	-1%
COc1ccccc1CNC(=O)CCC1N=C2c3ccccc3N=C(SCC(=O)NCC3CCCO3)N2C1=O (configuration not stated)	-2%	1%	-18%	2%	6%	-2	2%	-12%	0%	-2%	17%
Cc1ccccc1OCCC(=O)NNC(=O)COc1cccc(F)c1	-9%	x	x	x	-2%	x	x	-1%	x	-4%	u
CC(=O)NC1CCN(C(=O)N2CCCC2)CC1	-3%	-3%	20%	3%	1%	1	-6%	-3%	-3%	-3%	0%
CC(NS(=O)(=O)c1ccccc1)C(=O)Nc1nccs1 (configuration not stated)	-14%	3%	-21%	0%	7%	0	0%	-1%	13%	18%	u
Cc1onc(-c2ccccc2)c1C(=O)Nc1ccc(S(=O)(=O)N2CCOCC2)cc1	2%	0%	-44%	-1%	-1%	0	4%	7%	2%	0%	1%
CCOC(=O)C1CCN(CCC(=O)Nc2ccc(Br)c(C)c2)CC1	-1%	4%	-25%	0%&-1%	-3%	12	2%	0%	-1%	-13%	-1%
Cc1cc(=O)n2nc(N3CCCC(C(=O)NCc4cccc(Cl)c4)C3)sc2n1 (configuration not stated)	-2%	-4%	0%	1%	1%	1	0%	-8%	-2%	-3%	15%
CCOc1cc(/C=C2\N=C(SCC)SC2=O)cc([N+](=O)[O-])c1OC(C)=O	-4%	-1%	10%	-7%	-2%	0	1%	4%	-17%	-9%	-2%
O=C(O)C1CCCCC1C(=O)Nc1ccccc1Nc1ccccc1 (configuration not stated)	-3%	0%	3%	5%	-22%	7	-6%	-2%	1%	-5%	-2%
COc1cccc(C(=O)N2CCN(Cc3ccc4c(c3)OCO4)CC2)c1OC	0%	-2%	0%	-1%	1%	2	2%	3%	1%	-3%	u
CC(=O)Nc1ccc(S(=O)(=O)NNC(=O)CCC(=O)Nc2cc(C)ccc2C)cc1	-4%	0%	3%	0%	-1%	4	-1%	1%	-8%	3%	5%
CN(CC(=O)N1CCCC1)S(=O)(=O)c1cc(Cl)ccc1Cl	-24%	0%	-6%	1%	0%	1	-1%	-5%	-15%	-6%	11%
N#Cc1ccc(C(=O)NC2CCCCCCC2)cc1	u	1.8µM*	-36%	21µM*	u	u	1.4µM*	0%	0%	35µM*	u
O=C(Nc1ccc(Br)cn1)c1coc(=O)c(Br)c1	-7%	u	25%	u	14%	0	27%	-10%	-4%	15%	u
CCOC(=O)C1CCN(C(=O)/C(C)=C\c2ccccc2)CC1	66%	-4%	10%	6%	2%	0	15%	0%	0%	-2%	-17%
CCOC(=O)c1ccccc1N=Cc1c(O)c2ccccc2oc1=O	3%	-1%	17%	-1%	-4%	4	0%	-2%	-6%	9%	1%
COc1cc2cc(C(=O)Nc3ccccc3)c(N)nc2cc1OC	15%	2%	23%	12µM*	0%	1	-1%	1%	-1%	9%	-13%
N#Cc1cnn(Cc2ccccc2)c1N	1%	-1%	-14%	1%	-1%	2	2%	0%	2%	-4%	7%

Rab9 prom act, entries above that show a hit.
SMILES	BRCA1 expr act	NPC1 promoter act	TRPV1 agonist	Rab9 prom act	p53 reactivator
N#Cc1ccc(C(=O)NC2CCCCCCC2)cc1	u	1.8µM*	u	1.4µM*	35µM*

Further results
SMILES	BRCA1 expr act	NPC1 promoter act	RORg inh	FLuc counter	ELG1 genotox	TRPV1 agonist	Rab9 prom act	Tb PFK inh	Gal4-VP16 FLuc	p53 reactivator	ELG1 repair inh
CC1=C(C(=O)Nc2ccccc2)C(c2ccncc2)C(C#N)=C(SCC(=O)NC(C)C)N1 (configuration not stated)	3%	0%	1%[0.365 µM]	7%	3%	-1	-11%	-13%	x	14%	6%
COc1ccc(CSc2nnnn2Cc2ccccc2)cc1OC	-27%	1%	40%	0%	-1%	4	0%	0%	7%	3%	-10%
CCOC(=O)Cc1csc(NC(=O)c2ccc(F)cc2)n1	2%	-3%	15%	u	-4%	27	0%	2%	-3%	7%	u
CCN(CC)c1ncccc1C(=O)NCc1cccs1	-2%	1%	5%	4%	-1%	-1	2%	3%	-1%	-5%	10%
COc1cc(NC(=O)Nc2cccc(C(C)=O)c2)cc(OC)c1OC	0%	-2%	-10%	u	5%	82*	1%	0%	1%	-17%	u
C=CCc1ccc(OCC(O)COCC)c(OC)c1 (configuration not stated)	81%	u	u	19µM*	18µM*	-2	u	-3%	-2%	u	u

3 of these compounds, set out differently.
CCOC(=O)Cc1csc(NC(=O)c2ccc(F)cc2)n1
  BRCA1 expr act: 2%	NPC1 promoter act: -3%	RORg inh: 15%	FLuc counter: u	ELG1 genotox: -4%	TRPV1 agonist: 27	Rab9 prom act: 0%	Tb PFK inh: 2%	Gal4-VP16 FLuc: -3%	p53 reactivator: 7%	ELG1 repair inh: u

CCN(CC)c1ncccc1C(=O)NCc1cccs1
  BRCA1 expr act: -2%	NPC1 promoter act: 1%	RORg inh: 5%	FLuc counter: 4%	ELG1 genotox: -1%	TRPV1 agonist: -1	Rab9 prom act: 2%	Tb PFK inh: 3%	Gal4-VP16 FLuc: -1%	p53 reactivator: -5%	ELG1 repair inh: 10%

COc1cc(NC(=O)Nc2cccc(C(C)=O)c2)cc(OC)c1OC
  BRCA1 expr act: 0%	NPC1 promoter act: -2%	RORg inh: -10%	FLuc counter: u	ELG1 genotox: 5%	TRPV1 agonist: 82*	Rab9 prom act: 1%	Tb PFK inh: 0%	Gal4-VP16 FLuc: 1%	p53 reactivator: -17%	ELG1 repair inh: u
